p53ts 32C tox = p53ts cell cytotoxicity, permissive temperature. AID 924. Potency, µM (doses to about 46.1 µM), inactives show at the top dose activity change, negative = cytotoxicity, most hits filed as cytotoxic. actives 0.93% (n = 130,000). H1299-p53A138V at 32C, ATP luminescence viability, 24 h;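 also: 0% = DMSO and -100% = full killing by reference compound; nearly all actives have a fitted effect of over 55% in size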
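H1299-p53 A138V cells (temperature-sensitive p53) exposed 24 h to up to 46 uM compound at 32C, where p53 is wild-type in conformation. Viability read as ATP luminescence and normalised to DMSO and 100 uM tamoxifen. AC50 fitted with the Hill equation.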
Peg3 imprint = genomic imprint erasure induction; mouse ES Peg3-LacZ reporter, beta-gal luminescence, 40 h; Potency, µM (titrated, usually from 60.7 µM), inactives show at the highest dose activity change, positive = activation, most hits filed as activators; actives 0.02% (n = 110,000); AID 1948;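 also: 0% = negative control wells on the plate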
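Each well holds 300 Peg3LacZ-Neo (maternal) female ES cells incubated 40 h at 37C, 5% CO2. LacZ is measured by BetaGlo luminescence, with AC50 and maximum efficacy derived from dose-response curves.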
p53ts 39C kill = p53ts cell cytotoxicity, nonpermissive temperature; Potency, µM (titrated, usually from 46.1 µM), without a hit: at the highest dose activity change, negative = cell killing, most hits filed as cytotoxic; actives 1.5% (n = 130,000); H1299-p53A138V viability at 39C, ATP luminescence, 24 h; also: nearly all actives have a fitted effect of over 55% in size
IkB sig inh = inhibitors of IkB signaling in ABC-DLBCL cells; ABC-DLBCL IkBa-CBG/CBR dual luciferase ratio, 4 h; response scale: scaled: untreated 0%, proteasome inhibitor 100%; Potency, µM (series often up to 57.1 µM), without a hit: at the highest dose IkBa stabilization activation; actives 0.04% (n = 110,000); AID 445; active = well fitted curve in the direction sought with a large enough effect in the signal ratio, not every such curve was filed as active; inconclusive = small, poorly fitted or top-dose-only effect, or a change in a side signal; the % refers to the signal ratio;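 also: the direction sought is a rising ratio; 0% = basal untreated cells and 100% = reference inhibitor full response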
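Luminescence ratio of IκBα-fused green versus native red beetle luciferase in OCI-Ly3 cells, 4 h post-doxycycline with compound; red signal alone, scaled from basal (0%) to zero light (-100%), flagged nonspecific or cytotoxic effects.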
* hit, by the source's call; ? = inconclusive; · = no result given; & = joins results of further samples; [ ] = dose if it differs, or a comment. Unless noted, calls follow the shape of the dose curve; as a rule, active = well fitted curve in the direction sought with a large enough effect; inconclusive = small, poorly fitted or top-dose-only effect, or another doubt; inactive = no such curve, though single readings can be large; an effect the other way counts as inactive or inconclusive. Unless noted, % is scaled to controls: 0 for no effect and ±100 for the full control effect; potency is read from the fitted curve at half-maximal effect.

Start of the listing, in advance, four compounds:
SMILES | p53ts 32C tox | Peg3 imprint | p53ts 39C kill | IkB sig inh
CCC1=C2CC[C@H]3C(=O)N(c4ccccc4)C(=O)[C@H]3[C@H]2[C@@]2(C)C(=NCc3ccccc3)OC(=O)N2C1=O | 2.4% | -21.7% | -2.3% | ·
CC(=O)c1ccc(NS(=O)(=O)c2cc(-c3cc(C)no3)ccc2C)cc1 | 11.1% | -22.7%[10.9 µM] | -12.2% | 0.4%
CC1(C)CC(=O)c2c(nc3ccccc3c2N)C1 | 0.3% | -20.6% | 6.9% | -2.5%
Cc1cc(C)nc(SCCCn2c(=O)[nH]c3ccccc32)n1 | 0.2% | -14.8% | 2.3% | 9.8%

Results (from the top)
SMILES | p53ts 32C tox | Peg3 imprint | p53ts 39C kill | IkB sig inh
CCC1=C2CC[C@H]3C(=O)N(c4ccccc4)C(=O)[C@H]3[C@H]2[C@@]2(C)C(=NCc3ccccc3)OC(=O)N2C1=O | 2.4% | -21.7% | -2.3% | ·
CC(=O)c1ccc(NS(=O)(=O)c2cc(-c3cc(C)no3)ccc2C)cc1 | 11.1% | -22.7%[10.9 µM] | -12.2% | 0.4%
CC1(C)CC(=O)c2c(nc3ccccc3c2N)C1 | 0.3% | -20.6% | 6.9% | -2.5%
Cc1cc(C)nc(SCCCn2c(=O)[nH]c3ccccc32)n1 | 0.2% | -14.8% | 2.3% | 9.8%
COCCn1c(=O)c(-c2cccc(F)c2)nc2cncnc21 | -12.9% | -5.8% | 6.2% | -4.2%[11.4 µM]
CCOc1ccccc1Oc1ncnc2c1oc1ccccc12 | 16.8% | -8.9%[10.9 µM] | -18.4% | -1.4%
Cc1ccc(-c2nnc(Nc3ccc(C(N)=O)cc3)c3ccccc23)cc1S(=O)(=O)NCC1CCCO1 (stereo unspecified) | ? | · | -11.0% | ·
Cc1ccc(C(c2sc3ncnn3c2O)N2CC(C)CC(C)C2)cc1 (stereo unspecified) | 17.7% | -5.5% | 1.4% | 5.0%
CC(C)(C)NC(=O)Cn1nnc(-c2ccccc2Cl)n1 | -1.2% | -14.5% | -13.3% | 0.6%
Cn1nnnc1SCc1cc(=O)n2ccsc2n1 | 6.0% | -0.8% | 4.3% | -0.3%
O=C(NCCO)c1nc2ccccc2s1 | 1.1% | · | 0.6% | ·
CCCCn1c(=O)n(CC2CCC(C(=O)NCCCOC)CC2)c(=O)c2sccc21 (stereo unspecified) | -2.6% | -8.0%[10.9 µM] | 11.3% | 2.6%
CCOC(=O)c1[nH]c(C(=O)O)c(CCN(CC)CC)c1C | 0.9% | 11.0% | -3.6% | 0.0%
NC(=O)NC(=O)COC(=O)CCCc1c[nH]c2ccccc12 | 5.9% | 2.2% | 5.0% | 0.7%
N#Cc1ccccc1-n1c(N)c(C(=O)N2CCCC2)sc1=S | 11.6% | -22.5% | 9.5% | -3.0%
CCN1C(=O)C(O)(C2COC(C)(C)CC2=O)c2cc(Br)ccc21 (stereo unspecified) | 8.8% | -20.2% | -0.6% | 5.6%
COc1ccc(S(=O)(=O)N(C)CC(=O)O)c2ccccc12 | 11.9% | -14.0% | 5.1% | -2.9%
O=C1CCCC=C1[C@@H](O)C1CCCCC1 | -2.5%[9.22 µM] | · | 2.9%[9.22 µM] | ·
CSCCC(NS(=O)(=O)c1ccc2c(c1)oc(=O)n2C)C(=O)Nc1ccc(F)c(Cl)c1 (stereo unspecified) | 13.4% | -14.2%[10.9 µM] | -5.3% | ?
COC(=O)c1c(C)nn(-c2ccccc2)c1N | 1.0% | -16.2% | 3.6% | -5.1%
CCN1C(=O)[C@H]2[C@H]3[C@H](O)[C@H](O)C/C(=N/OC[C@@H](C)[C@H](OCc4ccccc4)C(C)C)[C@@H]3CC[C@@H]2C1=O | 4.8%[9.22 µM] | · | 1.4%[9.22 µM] | ·
Cc1ccccc1N1C(=O)c2cc(S(N)(=O)=O)c(Cl)cc2NC1C (stereo unspecified) | 9.5%&3.4% | -13.0%&-1.5% | -15.6%&-6.5% | ·
Nc1nnc(-c2cn(-c3ccccc3)nc2-c2ccccc2)o1 | 1.2% | -6.8% | -5.8% | -1.7%
CSc1nc(NC(C)(C)C)nc(N2CCOCC2)n1 | 4.0% | -1.3% | 5.5% | 6.1%
CCc1cccc(-n2c(C)nc3c(cnn3-c3ccc(C)c(C)c3)c2=O)c1 | -14.5% | -4.3%[10.9 µM] | -5.9% | ?
COc1ccc(-c2[nH]nc3c2C(c2ccncc2)C(C#N)=C(N)O3)cc1 (stereo unspecified) | -8.2% | -1.3% | 6.1% | ?
Cc1nccn1S(=O)(=O)c1ccc(Br)cc1Br | 19.6% | 7.1% | -9.2% | 0.6%
CC1=C(C(=O)OCC2CCCO2)C(c2ccc(C)o2)C2=C(CC(c3ccc(F)cc3)CC2=O)N1 (stereo unspecified) | -4.5% | -10.9% | 7.0% | -2.2%
CCNc1ncc2nc(-c3ccc(Cl)cc3)c(=O)n(Cc3ccc(F)cc3)c2n1 | 8.6% | -8.2% | 0.7% | -2.3%[11.4 µM]
Cc1ccc(NS(=O)(=O)c2ccc3c4c(cccc24)C(=O)N3)c(C)c1 | ? | 26.6%[10.9 µM] | 24.0% | ?
Cc1ccc(CN2CCN(/N=C/c3ccco3)CC2)c(C)c1 | -2.4% | · | 11.7% | ·
O=C(NCCc1c[nH]c2ccccc12)c1ccc(-n2cnnn2)cc1 | -3.1% | -10.1% | -3.5% | 0.1%
Fc1ccc(N2CCN(Cc3cccn3-c3nnc(N4CCN(C5CCCCC5)CC4)s3)CC2)cc1 | 6.8% | -16.6%[10.9 µM] | ? | ?
CCC(=O)N1c2ccccc2NC2=C(C(=O)CCC2)C1c1cccnc1 (stereo unspecified) | 5.8% | -20.3% | 15.5% | ?
O=S(=O)(NCCc1ccccc1)c1ccccc1 | 0.2% | · | -3.7% | ·
O=C(Nc1c(F)cc(F)cc1Br)C1CCCO1 (stereo unspecified) | 2.6% | 0.6% | 8.7% | -0.4%
c1c(C2CCCCC2)n[nH]c1CN1CCCCC1 | 9.6% | · | -0.8% | ·
Cc1ccc(-c2nc3nc(C)cc(N4CCN(c5cccc(C)c5)C(C)C4)n3n2)cc1 (stereo unspecified) | 2.1% | -8.5%[10.9 µM] | ? | ?
CCOc1ccc(-c2cc(C(=O)Nc3ccc(NC(C)=O)cc3)no2)cc1 | -1.2% | -7.2%[10.9 µM] | 1.2% | -0.3%
Nc1ccc(O)c(C(=O)O)c1 | -2.7%[1.84 µM] | -13.9% | -2.6% | 1.5%
O=C(CN1C(=O)COc2ccccc21)N1CCCc2ccccc21 | 8.1% | -2.1% | 10.5% | -0.2%
O=C(c1cc2ncc(Br)cn2n1)N1CCN(C(=O)c2ccco2)CC1 | -1.2% | -2.7% | 13.4% | -0.9%
CCCCCOC(=O)CSc1nnc(-c2ccccc2)c(=O)[nH]1 | 8.2% | -2.9% | -1.9% | 7.1%
Fc1ccc(N2CCN(c3nc4ccccc4c4nc(-c5ccccc5)nn34)CC2)cc1 | -3.4% | -8.0%[10.9 µM] | -5.4% | -0.2%
COc1ccc(CCNC(=O)c2cc3c(=O)n4cccc(C)c4nc3n(Cc3ccncc3)c2=N)cc1 | -25.2% | 1.4% | -1.9% | -2.6%
Cc1ccc(CSCC(=O)NCc2ccc(F)cc2)cc1 | 0.4% | -6.4%[10.9 µM] | -19.0% | -0.1%
CN(C1CCCCC1)S(=O)(=O)c1ccc(NC(=O)c2ccc(Br)o2)cc1 | -4.9% | -19.8% | -2.6% | -1.0%
CCOC(=O)Nc1ccc2c(c1)N(C(=O)CCN1CCOCC1)c1ccccc1S2=O (stereo unspecified) | ? | -27.8% | ? | ?
Nc1nc(NC(=O)c2ccco2)nn1-c1ccccc1 | -14.6% | -12.0% | -15.7% | ?
N#CC1=C(N)N(c2ccc(Cl)cc2)C2=C(C(=O)CCC2)C1c1cc(CN2CCOCC2)cs1 (stereo unspecified) | -2.3% | 6.5%[10.9 µM] | 87.9%[activator] | ?
New compounds follow:
SMILES | p53ts 32C tox | Peg3 imprint | p53ts 39C kill | IkB sig inh
O=C(COC(=O)c1ccccn1)Nc1cccc(Cl)c1Cl | -10.4% | · | -0.8% | 1.9%
O=C(COC(=O)CCNS(=O)(=O)c1ccc2c(c1)OCCO2)NC1CCCc2ccccc21 (stereo unspecified) | 1.4% | -10.2% | -3.7% | -0.5%
COc1ccc(-c2nn(C)c(=O)c3ccccc23)cc1NC(=O)Cn1nc(C)c2ccccc2c1=O | 12.6% | -32.3%[inhibitor] | 17.4% | ?
Cc1ccccc1-c1nc(NC2CCNCC2)c2ccccc2n1 | -8.8% | 1.4% | -9.2% | 2.0%[11.4 µM]
COc1ccc(CCC(=O)NCc2nc3cccnc3n2Cc2ccc(C)cc2)cc1 | 4.5% | -9.3%[10.9 µM] | -26.7% | -1.6%
CCOC(=O)c1ccc(Nc2cc(C)nc(N3CCOCC3)n2)cc1 | 6.8% | -1.0% | -2.3% | ?
CCOc1ccccc1Nc1cc(-c2ccccc2)nc(C)n1 | -19.6% | -4.5%[10.9 µM] | -4.8% | ?
c1ccc(CCn2nnnc2CN2CCCc3ccccc32)cc1 | -0.3% | -12.0% | -5.9% | 0.4%
CCOc1ccc2[nH]c(=O)c(CN(Cc3nnnn3Cc3ccco3)C3CCCCC3)cc2c1 | -7.4% | -4.9% | 18.0% | ?
CCOC(=O)COc1ccc(S(=O)(=O)N2CCN(C(=O)OCC)CC2)cc1 | -12.7% | -6.3% | 4.9% | 6.0%
CCOc1cc(S(=O)(=O)NCc2cccs2)ccc1Cl | 6.9% | -16.0% | 0.4% | 1.5%
Cc1ccc(CNS(=O)(=O)c2c(C(=O)N3CCC(C)CC3)c(C)n(C)c2C)cc1 | 5.9% | 9.8%[10.9 µM] | -11.7% | 0.5%
c1ccc(-c2ccccc2OCCCCN2CCCCC2)cc1 | 0.2% | · | ? | ·
O=C(CSc1nnc(-c2cccc(S(=O)(=O)N3CCCCC3)c2)o1)NCCC1=CCCCC1 | 10.4% | -3.0% | -21.9% | 1.0%
CC(C)(C)C1CCC(=NNS(=O)(=O)c2ccc(Br)cc2)CC1 (stereo unspecified) | -1.8% | · | 5.0% | ·
O=C(COC(=O)CCCNC(=O)c1ccc(Cl)cc1)NC1CC1 | -15.1% | 5.5% | -0.3% | -0.6%
Cc1cc(C)c(NC(=O)Cn2c(=O)n(-c3cccc(C(F)(F)F)c3)c(=O)c3c(C)c(C)sc32)c(C)c1 | 2.2% | -2.1%[10.9 µM] | 2.1% | ?
O=C1CC(c2c[nH]c3ccccc23)C(=O)N1c1ccccc1 (stereo unspecified) | -4.0% | · | 29.9% | ·
COc1ccccc1C(=O)Nn1cnc2ccccc2c1=O | -11.1% | -19.6% | -4.5% | 1.2%
COc1ccc(Nc2oc(-c3ccc(COc4ccccc4)o3)nc2C#N)cc1 | ? | -16.2%[10.9 µM] | ? | 1.4%

2 entries drawn at random from the list so far, as already listed:
SMILES | p53ts 32C tox | Peg3 imprint | p53ts 39C kill | IkB sig inh
O=C(COC(=O)CCCNC(=O)c1ccc(Cl)cc1)NC1CC1 | -15.1% | 5.5% | -0.3% | -0.6%
O=C1CC(c2c[nH]c3ccccc23)C(=O)N1c1ccccc1 (stereo unspecified) | -4.0% | · | 29.9% | ·

More results follow:
SMILES | p53ts 32C tox | Peg3 imprint | p53ts 39C kill | IkB sig inh
CSc1cccc(NC(=O)C2CCN(S(=O)(=O)c3ccc4[nH]c5c(c4c3)CCCCC5)CC2)c1 | 8.3% | -11.7%[10.9 µM] | 10.8% | -1.0%
CCCc1[nH]nc2c1C(c1ccncc1)C(C#N)=C(N)O2 (stereo unspecified) | -11.2% | -5.9% | -9.3% | 1.0%
CN(C)c1ccc(C(=O)C(O)c2ccccc2)cc1 (stereo unspecified) | -16.5% | · | -17.8% | ·
COc1ccc(-n2nc3cc(C)c(NC(=O)c4ccc(C)cc4C)cc3n2)cc1Cl | -2.4% | 6.8%[10.9 µM] | 38.2%[activator] | -2.0%
COc1ccc2oc(-c3cccc(NC(=O)c4cc([N+](=O)[O-])ccc4N4CCOCC4)c3)nc2c1 | -9.5% | -11.8%[10.9 µM] | -0.3% | 0.4%
Cc1cc(NC(=O)c2c(-c3ccccc3Cl)noc2C)no1 | 1.7% | 0.0% | 7.1% | -0.4%
CCc1ccc(S(=O)(=O)c2nnn3c2nc(NCc2ccccc2)c2cc(Cl)ccc23)cc1 | 5.4% | -11.1%[10.9 µM] | -14.3% | ?
CCOc1nc(NCc2ccco2)nc(Nc2ccc(OC)cc2)n1 | 3.0% | -15.9% | -3.6% | 0.3%
